HT1080NT lethal: kills 2HG-producing HT-1080-NT fibrosarcoma cells; AID 686970; Potency, µM (top dose mostly 46.1 µM), for inactives: at the top dose activity, negative = less viability, hits mostly cytotoxic; HT-1080-NT fibrosarcoma viability, CellTiter-Glo ATP luminescence, 48 h; hit rate 1.6% among 360,000;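 also: NT is the 2HG producing partner of a matched IDH1 knockdown line; 0% = DMSO-treated cells and -100% = media-only wells without cells; nearly all actives have a fitted effect of over 55% in size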
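Fibrosarcoma NT cells, 750 per well in 5% FBS RPMI, were exposed to compound for 48 hours. Viability: CellTiter-Glo luminescence.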
GLP1R cytotox: cytotoxic in the GLP-1 receptor inverse agonist counter-screen. HEK293 cAMP-luciferase reporter cells, luminescence, 24 h. Potency, µM (doses to about 38.3 µM), for the others: at the highest dose activity change, negative = inhibition, usual class: inhibitors. hit rate 0.13% among 410,000. AID 624418;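 also: loss of luciferase light is scored as toxicity; % is scaled to controls: 0 for no effect and ±100 for the full control effect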
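A 23 nL compound transfer followed 12 hours of cell culture at 37 deg C; exposure then lasted 24 hr. Luciferase assay detection reagent was dispensed and plates read for luminescence after a 12 min room-temperature wait.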
GLP1R ag: activates the human GLP-1 receptor. AID 624172. Potency, µM (highest dose often 45.6 µM), for inactives: at the highest dose activation, hits mostly activators. HEK293 GLP-1R CRE-luciferase, luminescence, 4-6 h; cells express a hypersensitive GLP-1R form. hit rate 0.007% among 380,000; also: % of control where 0% means no effect
Target sequence (P43220 whole entry, looked up): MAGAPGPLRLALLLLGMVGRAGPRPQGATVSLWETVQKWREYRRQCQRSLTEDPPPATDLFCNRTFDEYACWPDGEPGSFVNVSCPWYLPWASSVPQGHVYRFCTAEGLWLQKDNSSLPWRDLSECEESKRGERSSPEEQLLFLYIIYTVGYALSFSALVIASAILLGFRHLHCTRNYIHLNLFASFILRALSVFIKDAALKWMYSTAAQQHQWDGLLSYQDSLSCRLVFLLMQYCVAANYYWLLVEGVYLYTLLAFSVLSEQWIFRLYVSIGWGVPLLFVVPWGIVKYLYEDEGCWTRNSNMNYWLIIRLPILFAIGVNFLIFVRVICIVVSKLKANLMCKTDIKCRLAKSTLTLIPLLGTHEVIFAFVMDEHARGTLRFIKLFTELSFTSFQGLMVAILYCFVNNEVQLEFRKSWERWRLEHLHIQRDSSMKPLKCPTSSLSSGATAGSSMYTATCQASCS
KB-V1 MDR tox: KB-V1 MDR subline cytotoxicity; KB-V1 MDR cells viability, CellTiter-Glo, 72 h; Potency, µM (highest dose often 46.1 µM), for the others: at the top dose activity change, negative = cytotoxicity, actives largely listed as cytotoxic; hit rate 3.4% among 400,000; AID 1347076; also: % is scaled to controls: 0 for no effect and ±100 for the full control effect; nearly all actives have a fitted effect of over 60% in size
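Readout: CellTiter-Glo luminescence, 10 min after addition. Cells: KB-V1 MDR subline, 72 h at 37 degrees C with compound. Analysis: corrected, normalized data fitted to concentration-effect curves.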
HT1080 IDH1KD tx: toxicity to HT-1080 IDH1 knockdown cells (counter line); HT-1080 IDH1 knockdown viability, ATP luminescence, 48 h; Potency, µM (series often up to 46.1 µM), for the others: at the highest dose activity, negative = toxicity, hits mostly cytotoxic; hit rate 2% among 360,000; AID 686971;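 also: 0% = DMSO wells and -100% = cell-free medium wells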
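In this qHTS, HT-1080 cells depleted of IDH1 are exposed for 48 h at 37 °C to compound titrations. Toxicity is scored from CellTiter-Glo luminescence, with DMSO as full viability and medium alone as none.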
TDP43 rescue: inhibitors of TDP-43 toxicity in yeast; TDP-43 expressing yeast growth rescue, BacTiter-Glo, 24 h; Potency, µM (top dose mostly 46.1 µM), inactives show top-dose growth rescue (activation), most hits filed as activators; hit rate 1.8% among 410,000; AID 652104; also: % of control where 0% means no effect; nearly all actives have a fitted effect of over 50% in size
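Yeast cells expressing TDP-43 under galactose induction are exposed to compounds for 24 hr at 30 deg C. BacTiter-Glo luminescence measures growth, so protective compounds score as activators.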
SW480 rerep: induces DNA re-replication in SW480 colon adenocarcinoma cells | hit rate 1.8% among 340,000 | SW480 DNA re-replication, Hoechst DNA content imaging, 48 h | Potency, µM (top dose mostly 46.1 µM), without a hit: at the highest dose re-replication activation, actives largely listed as activators; also: % of control where 0% means no effect; nearly all actives have a fitted effect of over 55% in size
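Image-based read-out: total Hoechst fluorescence of nuclei (405 nm excitation, 500-530 nm emission), with hits raising the fraction of high-intensity nuclei. SW480 colon cells incubated 48 hr with compounds at 37 C.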
KB-3-1 cytotox: KB-3-1 parental cell cytotoxicity. KB-3-1 viability, CellTiter-Glo ATP luminescence, 72 h. Potency, µM (titrated, usually from 46.1 µM), without a hit: top-dose activity change, negative = cytotoxic, actives largely listed as cytotoxic. hit rate 1.4% among 400,000; also: % is scaled to controls: 0 for no effect and ±100 for the full control effect; nearly all actives have a fitted effect of over 60% in size
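Luminescent ATP read-out (CellTiter-Glo) measures survival of drug-naive KB-3-1 cells after 72 h compound exposure at 37 °C. Titration series was screened from lowest to highest concentration, with DMSO vehicle plates as background controls.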
GLP1R inv ag: acts as inverse agonist at human GLP-1 receptor; hit rate 1.6% among 410,000; HEK293 GLP-1R CRE-luciferase, luminescence, 24 h; GLP-1R form is constitutively active; Potency, µM (doses to about 38.3 µM), inactives show at the highest dose activity change, negative = inhibition, most hits filed as inhibitors; also: % is scaled to controls: 0 for no effect and ±100 for the full control effect; nearly all actives have a fitted effect of over 55% in size
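GLP-1R inverse agonism mode: basal reporter luminescence in engineered HEK293 cells measured after one day of compound exposure at 37 deg C, with a 12 min room-temperature detection step.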
The depositor's hits bear a star; ? = inconclusive; nt = no result given; [ ] = dose if it differs, or a comment. Calls follow the shape of the dose curve; as a rule, active = well fitted curve in the direction sought with a large enough effect; inconclusive = small, poorly fitted or top-dose-only effect, or another doubt; inactive = no such curve, though single readings can be large; an effect the other way counts as inactive or inconclusive. Potency is read from the fitted curve at half-maximal effect.

SMILES | HT1080NT lethal | GLP1R cytotox | GLP1R ag | KB-V1 MDR tox | HT1080 IDH1KD tx | TDP43 rescue | SW480 rerep | KB-3-1 cytotox | GLP1R inv ag
Cc1ccnc(NS(=O)(=O)c2cc(-c3cc(C)no3)ccc2C(C)C)c1 | 10% | -11% | 1% | 5% | 8% | 11% | 24% | 26% | 60%[activator]
CCCCCN(C(=O)CCC(=O)OCCOc1ccccc1Cl)c1c(N)n(CCCC)c(=O)[nH]c1=O | -13% | 13% | 4% | 0% | -2% | -29% | -12% | -3% | ?
CCCC(=O)Nc1sc(C(=O)OC)c(C)c1C(N)=O | -27% | 6% | 10% | -2% | 11% | 5% | -3% | 4% | 0%
CCOC(=O)N1CCC(NC(=O)C2CCN(c3ccc(N4CCOCC4)nn3)CC2)CC1 | 13% | -2% | -14% | 27% | 12% | -16% | 0% | -3% | 0%
CCCCCC(=O)Nc1nc(C)c(-c2csc(Nc3ccccc3OCC)n2)s1 | ? | 6% | 3% | -22% | 0% | 0% | -5% | 2% | 10%
O=C(Nc1ccccc1)c1cc(C2CCCCN2C(=O)CCc2ccccc2)on1 (stereo not given) | -1% | 2% | -2% | 0% | -3% | 21% | nt | -1% | ?
COc1cccc(/C=N/NC(=O)Cn2nc([N+](=O)[O-])cc2C)c1 | 6% | -14% | -5% | 28% | 1% | 1% | -2% | -3% | 12%
COc1ccccc1C(=O)Nc1c2c(nn1-c1ccc([N+](=O)[O-])cc1)CS(=O)(=O)C2 | 14% | -3% | 0% | 7% | -25% | 4% | -3% | 2% | -22%
COc1cccc(OCc2nc(-c3ccc(Br)o3)no2)c1 | 14% | 10% | 4% | -1% | 22% | 0% | -5% | 0% | 37%[activator]
Cc1cccc(C)c1NC(=O)CN(C)C(=O)c1ccc(-n2cncn2)c([N+](=O)[O-])c1 | -2% | 8% | 5% | 1% | 3% | 2% | 1% | 12% | 5%
COc1ccc(OC)c(-c2nc(C)sc2CC(=O)O)c1 | 5% | 7% | -1% | -9% | 7% | -17% | 0% | 1% | 0%
Cc1ccc(NC(=O)CCc2c(C)nn(-c3ccc(N4CCOCC4)nn3)c2C)cc1C | 0% | -11% | -2% | -18% | -6% | -7% | 9% | 5% | 26%
CN(C)c1ccc(C(=O)c2ccccc2C(=O)O)cc1[N+](=O)[O-] | 0% | 0% | 4% | 11% | -6% | -6%[0.397 µM] | -3% | -2% | 44%[activator]
COc1ccc(-c2nnc(SCC(=O)NC(C)C)n2CC2CCCO2)cc1OC (stereo not given) | -10% | 78%[activator] | 10% | 2% | 1% | 8% | -3% | -2% | 4%
CCN1C(=O)C(=O)N(CC(=O)c2cc(C)n(C3CC3)c2C)C1=O | -2% | 1% | -2% | 16% | 2% | -9% | 0% | 14% | 15%
COc1c(N2CCN(C(=S)NC3CC4CCC3C4)C(C)C2)c(F)cc2c(=O)c(C(=O)O)cn(C3CC3)c12 (stereo not given) | 7% | -5% | -4% | -24% | 16% | 2% | -1% | -21% | 1%
CCN(c1ccccc1)S(=O)(=O)c1ccc(Oc2ccc(-n3ccnc3)cc2)nc1 | ? | -3% | 8% | -21% | ? | -1% | 15% | -16% | ?
Cc1cc(C)cc(CC(=O)N2CCC2(C)C(=O)NS(=O)(=O)c2cccc(OC(F)F)c2)c1 (stereo not given) | 15% | -10% | -1% | 5% | 3% | 10% | nt | 0% | 6%
CC(C)C(NS(=O)(=O)c1cccc2cccnc12)C(=O)Nc1ccc(OC(F)(F)F)cc1 (stereo not given) | nt | -9% | nt | 2% | nt | -7% | nt | -16% | ?
O=C(CCCN=C1NS(=O)(=O)c2ccccc21)OCc1ccccc1 | -1% | 8% | -7% | 8% | 2% | 17% | -4% | 1% | -7%
N#Cc1c(-c2ccco2)c2c([nH]c1=S)CCCC2 | 2% | -9% | -14% | 0% | 9% | 28% | 2% | 26% | 13%
Cc1ccc(SCC(=O)NCc2ccco2)cc1 | 7% | -24% | 0% | 17% | 12% | 0% | -5% | 5% | -27%
CSC1CCCCC1(O)CSc1nc2ccccc2o1 (stereo not given) | 3% | 0% | 9% | -5% | 6% | 0% | 2% | -7% | ?
CSC1=N/C(=C\c2ccc(Br)o2)C(=O)S1 | 5% | -25% | -14% | ? | 16% | -1% | -3% | 8% | -24%
O=C(OCc1nnc(-c2ccccc2)o1)c1cc(=O)[nH]c2ccccc12 | 9% | 5% | 5% | 19% | 10% | -18% | 18% | 0% | 31%
OCC1(CCc2ccccc2)CCN(Cc2cnc(N3CCCC3)s2)CC1 | -18% | -10% | 12% | -33% | -24% | -14% | 1% | ? | ?
Cc1cccc(OCC(=O)Nc2ccc3oc(=O)ccc3c2)c1C | -19% | -3% | 19% | -11% | -30% | -3% | 6% | -9% | 8%
CCN(CC)c1ccc(NC(=O)c2ccccc2F)cc1 | ? | ? | -2% | ? | 16µM* | 3% | 18µM* | 16µM* | ?
O=C(CSc1nc(-c2ccco2)cc(C(F)(F)F)n1)N1CCN(c2ccc(Cl)cc2)CC1 | -11% | -15% | -23% | -18% | -5% | 5% | 0% | -7% | ?
COc1ccc(-n2nnnc2SCC(=O)Nc2cccc(NC(C)=O)c2)cc1OC | 0% | -2% | 10% | -5% | 0% | -3% | 1% | 21% | 74%[activator]
CCOCCCNC(=O)c1cc(=O)n(Cc2cccc(C)c2)c2ccccc12 | -5% | -3% | 9% | 9.2µM* | -18% | 18% | ? | ? | ?
O=C(NNC(=O)c1cc(-c2ccncc2)nc2ccccc12)Nc1ccc(F)cc1 | 6% | 0% | -6% | -3% | 12% | 18% | -29% | 1% | ?
O=C1CC(=O)C(n2cncn2)C(c2ccc(Cl)cc2)C1 (stereo not given) | 0% | 0% | 0% | 7% | 0% | 1% | -3% | -5% | 9%
Cc1ccc(CNC(=O)c2nc3nc(C)cc(C)n3n2)cc1 | 5% | -7% | 2% | 0% | 5% | 3% | -4% | 4% | 3%
NS(=O)(=O)c1ccc(NC(=O)COC(=O)/C=C/c2ccc([N+](=O)[O-])cc2)cc1 | -4% | -9% | -1% | -1% | 4% | 7% | -12% | 1% | 8%
O=C(NCc1ccco1)c1cccc(-c2nnc(-c3ccccc3)o2)c1 | -6% | -11% | -19% | ? | -30% | ? | 0% | ? | ?
CCC(=O)Nc1nc2ccccc2n1Cc1ccccc1Cl | ? | ? | -4% | ? | -14% | ? | 20% | ? | ?
CCn1c(CNc2ccc(OC)cc2)nnc1SCC(=O)c1ccc(OC)cc1 | -1% | -15% | -6% | -2% | 2% | 30% | -12% | 8% | -6%
CCOC(=O)c1ccc2[nH]c3c(c2c1)CCCC3O (stereo not given) | 3% | -3% | 11% | ? | -6% | 0% | -1% | -11% | -3%
CC1CCC(=NNC(=O)Cc2ccccc2)CC1 (stereo not given) | 0% | -12% | -2% | 12% | -4% | -15% | -2% | 2% | 15%
C[C@H](CO)N1C[C@H](C)[C@@H](CN(C)C(=O)Nc2ccc(C(F)(F)F)cc2)Oc2ccc(NC(=O)Cn3cnnn3)cc2C1=O | -18% | ? | 9% | 17% | -1% | 12% | -4% | 12% | 8%
Cc1c(-c2ccc(Cl)cc2)c(=O)oc2c(CN3CCCC3)c(O)ccc12 | nt | nt | -1% | ? | nt | -15% | nt | -22% | 11%
Cc1ccc(F)cc1C(=O)N1CCCC(c2cc(C(=O)Nc3ccccc3)no2)C1 (stereo not given) | -25% | -2% | 1% | -31% | ? | 35µM* | nt | -1% | ?
O=C(Nc1ccc2c(c1)OC1(CCCC1)O2)C1CC1 | 4% | -18% | -1% | -19% | -2% | 0% | 6% | 22% | 0%
CCCN1C(=O)C(Cc2nc3ccccc3c(=O)n2-c2cccc(C)c2)c2ccccc21 (stereo not given) | nt | -4% | nt | 2% | nt | 49% | nt | -4% | ?
CC1=CC(C)(C)N(C(=O)c2ccccc2)c2ccccc21 | 12% | -11% | -5% | ? | 10% | 10% | 0% | 3% | ?
COCCn1nnnc1C(c1cc2cc(C)cc(C)c2[nH]c1=O)N1CCN(c2ccccc2F)CC1 (stereo not given) | 4% | 2% | 1% | 23µM* | -3% | -12% | 1% | 24% | 2%
O=C(COC(=O)C12CC3CC(CC(C3)C1)C2)Nc1ccc(OC(F)F)cc1 | -4% | -12% | 3% | 1% | 0% | 18µM* | -8% | 9% | ?
Cn1nc(C(=O)Nc2nc(-c3ccccn3)cs2)c2ccccc2c1=O | 0% | ? | -8% | 1.3µM* | -11% | 10% | 1% | -1% | 40%[activator]
CCOC(=O)CCc1c(C)nc(SCCCn2c(=O)[nH]c3ccccc32)c(C#N)c1C | 2% | 10% | 14% | ? | -3% | -17% | -3% | 2% | 0%
CC1CCN(c2nc(-c3ccco3)c3c(c2C#N)CC(C)(C)OC3)CC1 | -9% | 7% | 2% | 14% | -3% | 11µM* | 1% | 14% | ?
Brc1ccc(C2=CSC3=NCCN23)cc1 | -13% | -15% | 5% | 0% | -6% | -13%[1.82 µM] | -9% | -11% | -7%

Entries of single compounds, quoted from the list.
`Cn1nc(C(=O)Nc2nc(-c3ccccn3)cs2)c2ccccc2c1=O` as listed: HT1080NT lethal: 0%; GLP1R cytotox: ?; GLP1R ag: -8%; KB-V1 MDR tox: 1.3µM*; HT1080 IDH1KD tx: -11%; TDP43 rescue: 10%; SW480 rerep: 1%; KB-3-1 cytotox: -1%; GLP1R inv ag: 40%[activator]
`Brc1ccc(C2=CSC3=NCCN23)cc1` as listed: HT1080NT lethal: -13%; GLP1R cytotox: -15%; GLP1R ag: 5%; KB-V1 MDR tox: 0%; HT1080 IDH1KD tx: -6%; TDP43 rescue: -13%[1.82 µM]; SW480 rerep: -9%; KB-3-1 cytotox: -11%; GLP1R inv ag: -7%
